# Source: PubChem
# LYPLA2 inh = counter-screen for PME1 inhibitors: inhibitors of human LYPLA2; actives 0.38% (n = 320,000); inhibition, % at 5.9 µM; recombinant LYPLA2, FP-Rh probe fluorescence polarization;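 active = inhibition above the screen-wide mean plus 3 SD, limit set per campaign, cut at about 26% in these data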;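 also: 0% = LYPLA2 with DMSO and 100% = wells lacking LYPLA2 enzyme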
# Target sequence (O95372 whole entry, looked up): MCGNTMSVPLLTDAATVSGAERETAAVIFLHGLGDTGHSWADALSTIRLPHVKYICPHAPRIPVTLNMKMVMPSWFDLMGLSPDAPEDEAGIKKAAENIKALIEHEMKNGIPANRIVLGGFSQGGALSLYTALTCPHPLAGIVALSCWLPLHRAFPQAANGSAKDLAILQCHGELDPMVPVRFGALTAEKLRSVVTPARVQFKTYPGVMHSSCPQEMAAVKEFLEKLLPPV
# PREPL inhibitor = inhibits the human prolyl oligopeptidase-like enzyme. inhibition, % at 5.96 µM. Q4J6C6. recombinant PREPL, fluorescence polarization activity-based probe. actives 0.68% (n = 320,000); in the data active = inhibition above about 43%;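 also: 0% = enzyme with DMSO and 100% = wells lacking enzyme; many of its hits are not listed in these tables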
# PME-1 primary = PME-1 (human) inhibition | Q9Y570 | recombinant PME-1, FP-Rh probe fluorescence polarization | inhibition, % at 5.9 µM | actives 0.53% (n = 320,000);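 active = inhibition above the campaign mean of all compounds plus 3 SD, cut at about 26% in these data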;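 also: competitive labeling of PME-1 active site by serine hydrolase directed probe; 0% = PME-1 with DMSO and 100% = wells lacking PME-1 enzyme; inhibitors block probe labeling so polarization falls and inhibition rises; many of its hits are not listed in these tables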
# Target sequence (Q9Y570 whole entry, looked up): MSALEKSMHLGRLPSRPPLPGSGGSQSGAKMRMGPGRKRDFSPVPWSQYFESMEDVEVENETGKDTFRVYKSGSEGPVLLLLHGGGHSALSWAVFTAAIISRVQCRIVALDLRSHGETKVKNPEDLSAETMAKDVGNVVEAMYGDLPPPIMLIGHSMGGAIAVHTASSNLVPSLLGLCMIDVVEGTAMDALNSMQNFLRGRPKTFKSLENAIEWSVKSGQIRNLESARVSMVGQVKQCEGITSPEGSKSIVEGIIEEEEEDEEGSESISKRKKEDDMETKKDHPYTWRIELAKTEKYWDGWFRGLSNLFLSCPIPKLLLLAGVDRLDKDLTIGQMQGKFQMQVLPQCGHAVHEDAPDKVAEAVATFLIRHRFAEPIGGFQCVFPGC
# LYPLA1 inh = counter-screen for PME1 inhibitors: inhibitors of human LYPLA1 | actives 0.16% (n = 320,000) | inhibition, % at 5.9 µM | O75608 | recombinant LYPLA1, FP-Rh probe fluorescence polarization | AID 2174;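 active = inhibition above the mean of all tested compounds plus 3 SD, set per campaign, cut at about 14% in these data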;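 also: inhibitors block serine hydrolase probe labeling of LYPLA1 so polarization falls; 0% = enzyme with DMSO and 100% = wells lacking LYPLA1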
# GSTO1 inh = GSTO1 inhibition, counter-screen for RBBP9 inhibitors. P78417. recombinant GSTO1, activity-based probe fluorescence polarization. inhibition, % at 5.96 µM. actives 1.1% (n = 300,000). AID 1974;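 active = inhibition above the campaign mean inhibition plus 3 SD, cut at about 35% in these data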;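 also: 0% = GSTO1-1 with DMSO and 100% = wells lacking GSTO1-1 enzyme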
# PAD4 inh = inhibitors of human PAD4; AID 485272; inhibition, % at 6.36 µM; actives 0.41% (n = 330,000); recombinant PAD4, RCA probe fluorescence polarization; Q9UM07;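 active = percent inhibition above a cutoff equal to the mean of all tested compounds plus 3 SD, cut at about 15% in these data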;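 also: 0% = PAD4 with RCA probe and DMSO and 100% = probe without PAD4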
# pPAFAH FP inh = inhibitors of human plasma PAF acetylhydrolase (pPAFAH) | actives 1.5% (n = 330,000) | inhibition, % at 3.39 µM | Q13093 | recombinant pPAFAH, FP-rhodamine probe fluorescence polarization;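 active = inhibition above the mean inhibition across the screen plus 3 SD, cut at about 25% in these data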;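 also: inhibitors block binding of the rhodamine activity-based probe so polarization drops; 0% = enzyme with DMSO and 100% = wells lacking pPAFAH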
# Target sequence (Q13093 whole entry, looked up): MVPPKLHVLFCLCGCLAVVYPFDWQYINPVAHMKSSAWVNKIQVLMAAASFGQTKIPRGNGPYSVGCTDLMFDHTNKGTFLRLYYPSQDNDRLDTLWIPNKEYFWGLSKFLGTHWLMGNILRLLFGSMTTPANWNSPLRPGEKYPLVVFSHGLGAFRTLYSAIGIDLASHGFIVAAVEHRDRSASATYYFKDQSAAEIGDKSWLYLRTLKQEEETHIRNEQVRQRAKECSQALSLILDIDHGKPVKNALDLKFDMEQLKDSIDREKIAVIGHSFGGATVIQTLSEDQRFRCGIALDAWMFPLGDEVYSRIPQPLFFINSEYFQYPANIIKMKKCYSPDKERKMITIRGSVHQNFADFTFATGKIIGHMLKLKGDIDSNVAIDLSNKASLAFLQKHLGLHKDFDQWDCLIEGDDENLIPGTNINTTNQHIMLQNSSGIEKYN
# PAFAH1B2 FP inh = inhibitors of human PAFAH1B2 | actives 1.2% (n = 340,000) | AID 492953 | P68402 | recombinant PAFAH1B2, FP-rhodamine activity probe, fluorescence polarization | inhibition, % at 3.39 µM;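 active = inhibition above the mean of all tested compounds plus 3 SD, cut at about 24% in these data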;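 also: 0% = enzyme with DMSO and 100% = wells lacking PAFAH1B2; many of its hits are not listed in these tables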
# PAFAH1B3 FP inh = inhibitors of human PAFAH1B3. Q15102. recombinant PAFAH1B3, FP-rhodamine probe, fluorescence polarization. inhibition, % at 3.39 µM. actives 0.28% (n = 340,000);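 active = inhibition above the screen-wide average of all tested compounds plus 3 SD, cut at about 25% in these data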;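 also: 0% = enzyme with DMSO only and 100% = wells lacking PAFAH1B3 protein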
# Numbers without * were called inactive; . = not tested or not shown.
SMILES,LYPLA2 inh,PREPL inhibitor,PME-1 primary,LYPLA1 inh,GSTO1 inh,PAD4 inh,pPAFAH FP inh,PAFAH1B2 FP inh,PAFAH1B3 FP inh
O=C1CC(C(F)(F)C(F)(F)C(F)(F)C(F)F)=Nc2ccccc2N1,3,15,-4,3,-3,-1,3,3,-5
COc1ccccc1NC(=O)CSc1nnc(Cn2cnc3ccccc32)n1C,1,-11,5,0,6,5,1,3,2
CCOc1cc(C(=O)N/N=C(\C)Cc2ccc(OC)cc2)cc(OCC)c1OCC,-6,-3,0,-2,5,1,3,2,-1
COc1ccc(NS(=O)(=O)c2cc(Br)cc3c2N(C(C)=O)CC3)cc1,-4,3,5,-3,-1,-3,2,-5,9
N#Cc1c(NC(=O)CSc2nnc(-c3ccco3)n2-c2ccccc2)sc2c1CCC2,-5,-2,-6,-5,-5,-5,13,3,2
O=C(NCC1CCCO1)C1CCN(c2ccc(S(=O)(=O)N3CCCC3)cc2)CC1 (configuration not stated),0,-1,-2,3,0,1,7,0,2
CCCCC(=O)Nc1cc(OC)c(NC(=S)NC)cc1OC,-7,14,0,-1,5,-4,1,4,7
CCCOc1ccc(S(=O)(=O)NCc2ccc(OC)cc2)cc1,4,-24,2,-1,-2,1,7,7,10
O=C1CCCC/C1=C\Nc1ccc(O)cc1,9,38,4,5,42*,43*,26*,0,5
COc1ccc(N2CCN(CC(=O)c3ccc(Cl)cc3)CC2)cc1,1,22,0,-4,7,1,8,-1,6
CCOC(=O)c1oc2ccccc2c1N,6,2,0,1,1,4,-1,2,9
Cc1csc(NC(=O)/C=C/c2ccc(C)o2)n1,1,-5,-9,1,-2,0,9,-3,-1
CN(CCOC(=O)c1ccc2c(c1)OCCO2)C(C)(C)C,6,-3,-3,0,7,-5,1,-3,1
CN(CC(=O)Nc1ccc(F)cc1)c1ccc(S(=O)(=O)N2CCCCC2)cc1[N+](=O)[O-],6,-3,-2,-3,0,3,5,9,8
CC(=O)Nc1ccc(C(=O)COC(=O)CCS(=O)(=O)c2ccccc2)cc1,-2,-8,-1,4,-5,-4,-1,2,2
COCCn1c(N)c(C(=O)c2cccc(S(=O)(=O)N3CCCCCC3)c2)c(=O)[nH]c1=O,-1,1,-3,-4,.,6,4,4,-2
CC(C)c1ccc(N(CC(=O)N2CCOCC2)S(C)(=O)=O)cc1,8,-5,5,3,4,-6,0,1,3
O=c1[nH]c(C2CC2)nc2sc3c(c12)CCCC3,0,-13,-2,-3,-10,2,6,6,6
Cc1ccc(S(=O)(=O)N2CCN(c3ccc([N+](=O)[O-])c(NCCN4CCOCC4)c3)CC2)cc1,-6,5,14,-2,6,0,-1,8,-5
O=S(=O)(Nn1cnnc1)c1ccc(F)cc1,-1,8,-1,-3,4,4,-2,.,.
CC12CC(c3ccccc3O1)C(C(=O)NCc1ccccc1)C(=O)N2 (configuration not stated),0,-4,4,3,1,0,7,4,0
COc1ccc(NC(=S)N2CCC(C(=O)c3ccc(C)cc3)CC2)c(OC)c1,7,4,-3,1,4,1,6,3,4
Cc1cc(C)c2cc(CN(Cc3cccs3)Cc3nnnn3CC3CCCO3)c(=O)[nH]c2c1 (configuration not stated),-7,-6,11,-3,1,0,-2,9,6
C(=N\n1cnnc1)/c1cccnc1,2,-1,-9,-1,6,0,1,4,2
COc1ccccc1/C=C/C(=O)NCc1cccnc1,0,18,-3,0,8,0,3,-2,5
CCc1ccc(Nc2nc(N)nc(CSc3nnnn3-c3ccccc3)n2)cc1,-5,-5,-3,1,-7,-3,6,2,-3
O=C(CS(=O)(=O)c1ccccc1)NCc1ccco1,3,0,6,2,-2,2,12,0,6
CC(=O)c1ccc(-c2ccc(C(=O)N(C)c3c(N)n(Cc4ccccc4)c(=O)[nH]c3=O)o2)cc1,2,-14,0,-1,2,-4,5,1,1
Cc1nn(-c2ccccc2)c2c1C(c1c(C)[nH]c(C#N)c1C)C(C#N)=C(N)O2 (configuration not stated),-4,8,4,2,23,4,4,-1,10
c1ccc(CSc2nnc(-c3cccs3)n2Cc2ccco2)cc1,-3,3,2,-4,-2,0,7,6,13
O=C(NNC(=S)Nc1ccc(Br)cc1)c1ccc(N2CCOCC2)c([N+](=O)[O-])c1,7,17,4,0,9,3,23,7,8
CCOC(=O)c1ccc(NC(=O)NCCN2CCCCC2)cc1,1,4,-1,-1,3,-3,1,2,5
CC(=O)Nc1ccc(C(=O)OCC(=O)N(Cc2ccccc2)C(C)(C)C)cc1,-7,-27,1,-15,-7,2,4,8,6
CCO/C=C1/C(=O)N(c2ccccc2OC)C(=O)c2ccccc21,-2,4,1,-2,10,-8,-3,-1,-2
O=C(c1ccc(F)cc1)N1CCN(C(=O)c2ccc([N+](=O)[O-])cc2)CC1,0,12,-4,2,13,1,-1,1,-4
CC12CCC3(CO)COC(c4ccccc4O1)C2C3 (configuration not stated),5,9,1,0,2,0,-1,0,4
O=C(NCc1ccc(F)cc1)C1C2C=CC3(CN(Cc4cccnc4)C(=O)C13)O2 (configuration not stated),0,5,2,-2,-6,-4,-2,-3,5
Cn1c2ccccc2c(=O)c2cc(C#Cc3cccc(N)c3)ccc21,-1,25,17,-7,.,-1,9,1,16
c1ccc(CCOn2ccnc2)cc1,1,-3,-3,-3,4,2,5,2,5
CN1CCN(C(=O)C23CCC(C)(C(=O)C2Br)C3(C)C)CC1 (configuration not stated),5,-5,0,-6,-2,0,4,2,-1
COc1ccc(/C=N/OCC(=O)N2CC3(C)CC2CC(C)(C)C3)cc1OC (configuration not stated),-3,15,-5,-3,2,2,-2,4,1
COc1ccc(CCNC(=S)Nc2cccc3ccccc23)cc1,0,-31,10,3,0,2,0,4,-4
COC(=O)c1ccccc1Oc1nc(Cl)cc(OC)n1,5,5,8,1,0,-1,3,-2,2
CCOC(=O)C1(Cc2cccc(OC)c2)CCN(Cc2cnc(N)nc2)CC1,-4,-11,-5,0,-5,2,0,.,.
Clc1ccc(NCc2cccnc2)c(Cl)c1,2,-12,-1,-3,-2,0,2,9,2
C1CSC2(N1)C1CC3CC(C1)CC2C3 (configuration not stated),2,1,3,2,9,3,0,17,2
COc1ccc(CC(=O)Nc2ccc(N3CCOCC3)cc2)cc1OC,2,10,-6,1,-4,1,7,1,4
CCOC(=O)c1c(C)nn(-c2ccc(NC(=O)c3cccs3)cc2)c1C,-1,15,-2,-6,-8,-7,-21,5,3
CC(C)(C)c1cc(C(c2cccnc2)N2CCN(CCO)CC2)cc(C(C)(C)C)c1O (configuration not stated),5,-11,3,1,-5,-1,-3,-1,-5
CCC[C@@H](CN1CCC[C@H]1CN1C(N)=NC[C@H]1C(C)C)N1C[C@@H](Cc2ccccc2)N(CCCC2CCCC2)C1=N,.,57*,.,.,.,-3,3,-1,6
# The list continues:
SMILES,LYPLA2 inh,PREPL inhibitor,PME-1 primary,LYPLA1 inh,GSTO1 inh,PAD4 inh,pPAFAH FP inh,PAFAH1B2 FP inh,PAFAH1B3 FP inh
O=C(OCc1cccc([N+](=O)[O-])c1)c1cc(=O)[nH]c2ccccc12,9,1,2,0,11,-2,3,.,.
Fc1ccc(NC(=S)NCc2cccs2)cc1,-2,5,0,-4,7,-4,-3,5,2
O=C(Nc1ccccc1Br)C1CCC(=O)N1Cc1ccccc1Cl (configuration not stated),7,-9,-7,1,1,1,-5,-2,5
CCO[C@@H]1OC(C(=O)NC2CC2)=C[C@H](c2ccccc2)[C@H]1CCCO,1,-7,-7,3,2,-3,2,0,11
CCCSc1nc2c(cnn2-c2ccccc2)c(=O)n1N,0,-5,-3,3,8,-2,1,0,-1
COc1ccc(OC)c(CCNC(=O)c2cccc(NC3=NC4CS(=O)(=O)CC4S3)c2)c1 (configuration not stated),-1,8,-1,-1,-1,-4,-5,-2,-3
CC12CCC(=O)N1C(C(=O)N1CCN(S(=O)(=O)c3cccc(C(F)(F)F)c3)CC1)CS2 (configuration not stated),-2,1,3,1,6,1,3,1,2
Cc1nn(-c2ccc(Cl)cc2)c(Cl)c1/C=C(\C#N)C(N)=O,2,1,1,-3,10,-1,4,-4,2
COc1ccc(N(C(=O)c2ccco2)C(C(=O)NC2CCCC2)c2cccs2)c(OC)c1 (configuration not stated),0,11,3,0,1,1,0,3,-3
COC(=O)NC1(C(F)(F)F)C(=O)Nc2c1c(=O)n(C)c(=O)n2C (configuration not stated),-3,-7,2,-1,4,-1,1,1,12
O=C(NNC(=O)C1C2CCCCC21)c1coc(=O)c(Br)c1 (configuration not stated),4,-3,2,0,9,-3,16,8,5
COc1ccc(S(=O)(=O)N2Cc3ccccc3CC2C(=O)Nc2nccs2)cc1OC (configuration not stated),0,-10,-3,-1,-10,2,1,-1,5
CCOC(=O)c1csc(NC(=O)C2=COCCO2)n1,1,-2,1,1,-3,2,-1,4,8
O=C(NCCOc1ccc(Cl)cc1)C1CCCCC1,6,6,2,1,-4,0,7,9,3
S=C(c1ccccc1)N1CCCc2ccccc21,-6,-7,-1,-5,-2,1,1,8,5
C/C(CC(=O)NCc1ccco1)=N\NC(=O)Cc1ccccc1,-4,9,12,-1,1,-2,-2,7,0
O=C(O)c1ccc(-n2cccc2)cc1O,6,0,0,3,4,1,0,4,3
CC(=O)N1CCN(CC(=O)Nc2c(Cl)cc(Cl)cc2Cl)CC1,-2,28,1,-1,5,-3,3,1,6
Oc1ccccc1C=NCCCCCCN=Cc1ccccc1O,9,5,-1,1,4,1,-5,4,1
O=C(N/N=C\c1cn(-c2ccccc2)nc1-c1ccccc1)c1ccc2c(c1)OCO2,-64,18,-53,-37,-28,-6,-20,-15,-7
N#Cc1ccc(C(=O)OCC(=O)N2CCN(C(=O)c3ccco3)CC2)cc1,.,31,.,.,.,-1,-4,4,5
CC(Oc1ccccc1)C(=O)Nc1ccc(S(=O)(=O)N2CCN(C)CC2)cc1 (configuration not stated),-3,-5,-5,-1,5,-3,-3,13,8
CC(=O)N1c2ccc(S(=O)(=O)N(C)CC(=O)NCc3ccc(C)cc3)cc2CC1C (configuration not stated),10,9,3,-1,1,-6,-1,-7,-2
O=C(COC(=O)c1cc(Cl)ccc1Cl)Nc1ccc2[nH]c(=O)[nH]c2c1,-3,-3,-2,-4,-9,-4,-2,0,1
O=C(NCC1CCOCC1)c1ccc(OC2CCN(Cc3ccccn3)CC2)cc1,-1,0,3,-1,-2,1,4,-1,2
COc1cc(C(=O)NCc2ccc(S(N)(=O)=O)cc2)ccc1OCC(=O)N1CCOCC1,6,3,0,1,.,-1,3,1,10
CC1=C(/C=C/C(C)=C/C=C/C(C)=C/C(=O)O)C(C)(C)CCC1,2,-4,-6,0,4,-3,18,8,8
COc1cccc(/C=C2\Oc3cc(OC(=O)N4CCOCC4)ccc3C2=O)c1,-6,0,-3,2,-9,-3,18,-4,3
Cc1ccnc(NC(=O)c2ccc3c(c2)C(=O)N(CC(C)C)C3=O)c1,6,4,3,-1,2,4,-1,-5,-3
CCOC(=O)c1c(C)[nH]c(NC(=O)N2CCOCC2)c1C,3,-1,0,-2,1,0,5,0,0
COCCCn1c(C)nnc1SCC(=O)Nc1ccc(C(C)=O)cc1,2,4,3,6,2,-1,-1,-2,5

# Some of the compounds tested; count on the stated rates, not on these rows.
